Screening data deposited in PubChem BioAssay by several laboratories.
EP2 antag = EP2 receptor (human) inhibition | P43116 | C6 glioma cells expressing human EP2, cAMP TR-FRET; cells stimulated with saturating PGE2 | inhibition, % at 25 µM | 260,000 tested, 0.52% active | AID 1422;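 active = percent inhibition above 40 after rounding to a whole number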;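 also: rat C6 glioma host cells with rolipram phosphodiesterase inhibitor present; the protocol text gives 20 µM as final concentration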
Target sequence (P43116 whole entry, looked up): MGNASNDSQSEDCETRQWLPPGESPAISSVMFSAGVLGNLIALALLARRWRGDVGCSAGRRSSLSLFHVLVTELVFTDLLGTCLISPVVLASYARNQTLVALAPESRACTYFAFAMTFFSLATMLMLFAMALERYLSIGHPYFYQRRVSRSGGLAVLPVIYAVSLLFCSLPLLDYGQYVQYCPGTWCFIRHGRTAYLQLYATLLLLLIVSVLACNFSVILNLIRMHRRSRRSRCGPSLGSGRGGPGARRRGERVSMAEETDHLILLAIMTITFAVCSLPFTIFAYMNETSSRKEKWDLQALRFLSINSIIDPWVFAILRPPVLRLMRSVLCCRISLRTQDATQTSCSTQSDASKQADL
CHOP inhibitor = inhibitors of CHOP induction in ER stress response | CHO-K1 CHOP-promoter luciferase, tunicamycin-induced, 15-18 h | inhibition, % at 10 µM | 220,000 tested, 3.8% active | AID 2732;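 active = compounds that reduced the stress-induced luciferase reporter signal by more than about 70% of percent inhibition, limit read from the data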;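 also: 0% = tunicamycin plus vehicle and 100% = wells without tunicamycin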
NPY-Y1 PAM-ag = human NPY-Y1 potentiation or agonism, primary screen; P25929; AID 1304; NPY-Y1 expressing cells, potentiator/agonist activation; activation, % at 3.6 µM; 220,000 tested, 0.37% active; in the data active = activation above about 33%, passing the limit was not always enough;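 also: cells stimulated with NPY at EC10 then isoproterenol at EC100; 0% = low agonist plus stimulus and 100% = saturating agonist plus stimulus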
Target sequence (P25929 whole entry, looked up): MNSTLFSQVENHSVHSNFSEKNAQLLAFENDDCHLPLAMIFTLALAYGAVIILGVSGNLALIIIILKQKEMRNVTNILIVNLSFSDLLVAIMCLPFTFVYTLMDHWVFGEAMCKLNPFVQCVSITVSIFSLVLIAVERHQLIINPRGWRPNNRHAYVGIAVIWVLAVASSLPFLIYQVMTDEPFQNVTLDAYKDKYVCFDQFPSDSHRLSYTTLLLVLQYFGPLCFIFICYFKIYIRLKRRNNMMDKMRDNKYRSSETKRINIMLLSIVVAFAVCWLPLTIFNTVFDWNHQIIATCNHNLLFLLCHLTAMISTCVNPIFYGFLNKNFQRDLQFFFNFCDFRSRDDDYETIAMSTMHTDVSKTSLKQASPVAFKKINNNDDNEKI
zfTRPN1 agonist = zebrafish TRPN1 (NompC) channel agonism; activation, % at 3 µM; 220,000 tested, 0.18% active; AID 1424; HEK293 zebrafish TRPN1-YFP, Fluo-8 calcium fluorescence; 100% = response to 87 µM carbachol;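 active = activation above its plate's cutoff, the mean activation of test wells on that plate plus 3 SD, cut at about 19% in these data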;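 also: 0% = DMSO alone and 100% = 87 µM carbachol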
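Material – zebrafish TRPN1-YFP in HEK293 cells · Doses – 3 µM single point · Schedule – dye 1 h 37 °C plus 30 min RT · Signal – Fluo-8 calcium fluorescence, excitation 470-495 nm, emission 515-575 nm · Read-out – % activation versus carbachol response · Control set – carbachol high, DMSO low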
PPC-1+TRAIL kill = PPC-1 cancer cell killing with TRAIL present. AID 1443. 220,000 tested, 0.41% active. cell killing (% activity), % at 4 µM. PPC-1 cells + TRAIL, ATPLite viability luminescence;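 active = cell killing above 50% in the first pass at 4 µM, then a duplicate retest at 5 µM averaging 50% or more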;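 also: plate controls were cells with TRAIL plus DMSO for no effect and medium-only wells lacking cells for full effect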
14-3-3 Bad PPI = disrupts binding of bovine 14-3-3 zeta to phospho-Bad peptide | TR-FRET 14-3-3zeta/Dy647-pBad peptide displacement, 1 h | inhibition, % at 21.7 µM | 220,000 tested, 0.71% active;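 active = inhibition above about 70%, limit read from the data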;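 also: 0% = full 14-3-3 plus peptide FRET controls and 100% = background without 14-3-3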
Target sequence (P63103 whole entry, looked up): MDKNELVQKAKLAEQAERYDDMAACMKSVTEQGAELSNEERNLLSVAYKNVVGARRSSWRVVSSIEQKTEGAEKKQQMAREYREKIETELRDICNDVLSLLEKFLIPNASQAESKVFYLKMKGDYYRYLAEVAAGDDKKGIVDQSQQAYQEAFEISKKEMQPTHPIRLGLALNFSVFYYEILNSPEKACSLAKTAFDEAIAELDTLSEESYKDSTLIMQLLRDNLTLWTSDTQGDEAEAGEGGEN
NPY-Y1 antag = antagonists of human neuropeptide Y receptor Y1. P25929. HEK293-CNG Y1 cells, membrane potential fluorescence; NPY at EC95, then isoproterenol. inhibition, % at 3.6 µM. 200,000 tested, 1% active. AID 1040;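 active = inhibition above the campaign mean inhibition of all tested compounds plus 3 SD, cut at about 20% in these data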;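 also: 0% = DMSO wells given NPY plus isoproterenol and 100% = isoproterenol alone without NPY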
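Benchmarks – high control isoproterenol alone, low control NPY with isoproterenol · Material – HEK293 Y1/CNG channel cell line · Times – dye 3 h, compound 60 min room temperature, stimulation 45 min · Probe or stimulus – NPY (25 nM), isoproterenol (1 µM), Ro 20-1724 (25 µM) · Evaluation – % inhibition of NPY effect · Signal – fluorescence, membrane potential probe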
TRPML3 agonist = activates the human TRPML3 channel; Q8TDD5; HEK293 TRPML3-YFP, Fluo-8 calcium fluorescence; 100% = the carbachol control signal; activation, % at 3 µM; 220,000 tested, 0.29% active;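 active = activation above its plate's cutoff, the mean activation of the plate's test wells plus 3 SD, cut at about 12% in these data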;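 also: 0% = DMSO only wells and 100% = carbachol wells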
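Test system: HEK293 cells stably carrying human TRPML3-YFP; Doses: single dose, 3 µM final nominal compound, 0.3% DMSO final; Schedule: dye loading 1 h 37 °C then 30 min ambient, 125 s read; Technique: Fluo-8 calcium fluorescence; Benchmarks: high control carbachol 87 µM, low control DMSO.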
EP2 mod = modulators of human EP2 prostaglandin E2 receptor. 260,000 tested, 0.83% active. EP2-expressing cells, cAMP HTRF FRET, PGE2 co-stimulation. induction, % at 25 µM. AID 940. P43116;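 active = compounds whose cAMP rise, as percent of the full-agonist control response, exceeds 60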;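 also: rat C6 glioma line stably carrying human EP2 under a CMV promoter; the protocol text gives 20 µM as final concentration; 100% = response of wells given 1 µM PGE2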
Active calls of the source: *; . = not tested or not shown; [ ] = another dose, or the depositor's remark.

SMILES | EP2 antag | CHOP inhibitor | NPY-Y1 PAM-ag | zfTRPN1 agonist | PPC-1+TRAIL kill | 14-3-3 Bad PPI | NPY-Y1 antag | TRPML3 agonist | EP2 mod
O=C1CCC(=O)N1OCCCOc1ccc(Br)cc1Cl | 15 | 15 | -12 | -1.0 | 2 | 0 | 4 | 0.5 | 3
COc1c(/C=N/NC(=O)[C@H]2C[C@@H]2c2ccccc2)c(CCN(C)C(C)=O)cc2c1OCO2 | 15 | 7 | 13 | 0.5 | 4 | -1 | . | 0.0 | -100
Cc1cc(NC(=O)CSc2nc(=O)cc(N)n2-c2ccc(Cl)cc2)no1 | 5 | 17 | 13 | -0.9 | -4 | 3 | -5 | 0.8 | -4
O=C(CSc1nnc(-c2n[nH]c3ccccc23)n1-c1ccccc1)Nc1ccccc1Cl | 7 | 36 | 21 | -1.1 | 18 | 5 | -6 | -0.1 | 28
CCN(CC)c1ccc(/C=C2\CCC(/C=C(\C#N)C(=O)Nc3ccccc3F)=C2N2CCOCC2)cc1 | 19 | 42 | 3 | -0.1 | -8 | -2[fluorescence artefact?] | 9 | 1.2 | 0
Cc1cccc(-n2c(CNC(=O)c3ccccc3)nnc2SCC(=O)Nc2nccs2)c1 | 9 | 3 | -6 | 0.4 | 6 | 17 | -4 | 0.2 | -2
COc1ccc2nc(SCCN(C)C)[nH]c2c1 | 3 | 4 | -3 | 0.3 | . | 32 | 6 | 0.7 | 9
CCOC(=O)C1=C(C)N=c2s/c(=C\C(=O)OC)c(=O)n2C1c1ccc(OC)cc1 (configuration not stated) | 6 | 89* | 22 | 1.4 | 16 | -10 | 2 | 0.6 | 13
Cc1cc(C(=O)Nc2ccccc2N2CCCCC2)no1 | 5 | -8 | -30 | 0.7 | 6 | -4 | . | 0.2 | 44
CCOc1ccc2nc(SCC(=O)NCc3ccc4c(c3)OCO4)[nH]c2c1 | 11 | 18 | -10 | -1.1 | -2 | -4 | 7 | -0.9 | 8
CCc1cc2c(SCC(=O)O)ncnc2s1 | 4 | -27 | -20 | 4.7 | 3 | 6 | 7 | 0.1 | 21
COCCOCCn1cnc2ccccc21 | 11 | -7 | 9 | -0.8 | 9 | 6 | -1 | 1.1 | 18
Cc1ccc(-c2noc(CCC(=O)NCC3CCCO3)n2)cc1 (configuration not stated) | 4 | 30 | 11 | -0.8 | 16 | -3 | -3 | 0.0 | 2
O=C(CSc1nnc(C2CC2)n1Cc1ccco1)NCC(F)(F)F | -1 | 21 | 9 | 1.6 | 25 | -1 | 7 | 0.8 | 9
COc1ccccc1OCc1ccc(C(=O)N2CCOCC2)o1 | 7 | -30 | -3 | -0.3 | 14 | 17 | 0 | -0.2 | 9
CCOC(=O)c1ccc(N/C=C2\CCCCC2=O)cc1 | 3 | -27 | -5 | -0.1 | 39 | -12[fluorescence artefact?] | 1 | 0.8 | -17
Nc1ccc(Nc2ccccc2)c(S(=O)(=O)O)c1 | 10 | -11 | 2 | -0.2 | 11 | 50 | . | 0.5 | -4
O=C(c1cccc(C(F)(F)F)c1)N1CCC(O)(CS(=O)(=O)Cc2ccccc2)CC1 | 20 | 15 | 5 | 1.8 | 0 | -13 | -1 | 0.8 | 26
N#C/C(=C(/O)c1ccc(-c2cccc([N+](=O)[O-])c2)o1)c1nc2ccccc2s1 | 8 | -9 | -14 | 5.6 | 25 | 92* | -2 | 5.4 | -76
Cc1cc(C)n(CCc2nc(-c3ccco3)cs2)n1 | 9 | 14 | 7 | -0.5 | 6 | -11 | 2 | 0.6 | -6
O=C(NCc1ccc(Cl)cc1)c1ccc(OCC2CCCO2)cc1 (configuration not stated) | 9 | 2 | -8 | -1.3 | 19 | -20 | 3 | 0.7 | -6
O=C(Nc1ccc(-c2nc3cc(Cl)ccc3o2)cc1)C1CCCO1 (configuration not stated) | 7 | 33 | -31 | 0.8 | 6 | 1[fluorescence artefact?] | 6 | 0.5 | -27
O=C(Cn1cccc1)Nc1ccc(OC(F)(F)F)cc1 | 6 | 32 | 10 | -0.6 | -4 | 2 | -5 | 0.4 | 22
O=C1CC(c2cccs2)Cc2nc(NCC3CCCO3)ncc21 (configuration not stated) | 9 | -2 | 7 | 1.5 | 6 | 10 | -4 | -0.2 | -25
Oc1ccc(/C=N/N(Cc2ccccc2)c2ccccc2)cc1 | 8 | 97* | 13 | -1.2 | 5 | -1 | -5 | 0.1 | 67*
Cn1c(=O)c2c(nc(NCCNC(=O)c3ccco3)n2Cc2ccc(Cl)cc2Cl)n(C)c1=O | 10 | 39 | 2 | 0.0 | -1 | -7 | 5 | 0.5 | 10
CCCCc1nnc(SCCSc2nnc(CCCC)n2N)n1N | 10 | -23 | 0 | 2.3 | 16 | 2 | 8 | -0.1 | 81*
CCn1c(=O)n(-c2ccc(Cl)cc2)c(=O)c2c3c(sc21)COC(C)(C)C3 | 4 | 18 | -8 | 0.5 | 24 | 4 | -2 | 0.0 | -2
Cc1cccc(Nc2cc(=O)[nH]c(=O)[nH]2)c1 | 9 | -21 | 6 | 2.5 | 4 | -8 | 2 | 0.8 | -1
CCOc1ccc2c(c1)c(N=NC(N)=S)c(O)n2C | 2 | 7 | 6 | -0.8 | -1 | -9 | . | -0.2 | -1
Cc1nc2nc(-c3ccco3)[nH]n2c(=O)c1Cc1ccccc1 | 7 | -2 | 6 | 1.0 | 23 | 3 | 2 | 0.6 | 14
O=C(Cn1c(=O)n(Cc2ccco2)c(=O)c2ccccc21)NCC1CCCO1 (configuration not stated) | 15 | 19 | 11 | 0.6 | 16 | -8 | -2 | 0.1 | 16
COc1ccc(-c2c(O)c(C#N)c(-c3ccccc3)n(-c3ccc(OC)cc3)c2=O)cc1 | 7 | 8 | -14 | 2.1 | 18 | -2 | 0 | 0.9 | 1
O=C(CSc1nnc(Cc2ccccc2)n1-c1ccccc1)NNC(=O)Cc1ccccc1 | 5 | 0 | -14 | -0.6 | 7 | 1 | 5 | -0.5 | 32
COc1ccc(F)cc1S(=O)(=O)N1CC(C)CC(C)C1 (configuration not stated) | 5 | 6 | 14 | -1.2 | 0 | -10 | 10 | 0.1 | 12
CC(OC(=O)CN1C(=O)NC(C)(C)C1=O)C(=O)c1ccccc1 (configuration not stated) | -2 | 37 | -16 | -0.2 | 24 | -4 | 2 | 1.0 | 7
CCOC(=O)C1CCN(c2c(NCc3ccc(C(=O)Nc4ccc(C)cc4)cc3)c(=O)c2=O)CC1 | 9 | 6 | 11 | -2.4 | 12 | 7 | . | -0.7 | 8
Cc1ccc(NC(=O)Cn2c(O)c(N=NC(=O)c3cc([N+](=O)[O-])ccc3O)c3ccccc32)cc1 | 4 | 8 | 34 | 0.2 | 4 | -2 | . | 0.9 | 11
Cc1c(NCc2cc(Cl)ccc2O)c(=O)n(-c2ccccc2)n1C | 4 | 4 | 23 | -1.6 | 10 | -8 | 6 | -1.0 | -2
O=C1C(=O)N(CCCN2CCOCC2)C(c2cccs2)/C1=C(/O)c1ccc2c(c1)OCO2 (configuration not stated) | 12 | 18 | -15 | 1.3 | 8 | 10 | 1 | 0.6 | 30
O=S(=O)(CCSc1nc2ccccc2o1)c1nc2ccccc2s1 | 0 | . | -10 | -1.2 | -7 | -3 | 6 | -0.2 | -18
COc1ccccc1-c1nc(C#N)c(N2CCC(C(N)=O)CC2)o1 | 3 | -17 | -6 | -1.4 | -6 | 21 | 0 | 1.0 | -16
Cc1nn(C)cc1C(C)NCc1c(C(=O)N2CCCCCCC2)nc2ccc(Cl)cn12 (configuration not stated) | 7 | 30 | 13 | -0.4 | 1 | 1 | 0 | -0.5 | 12
CCOc1ccc(-c2nc(C#N)c(NCC3CCCO3)o2)cc1 (configuration not stated) | 3 | 32 | 1 | -0.6 | 18 | 2 | 0 | 0.8 | 5
CCNc1nc(NC(C)C)nc(N(C)C#N)n1 | 9 | 11 | 13 | 0.0 | -2 | 2 | . | 0.5 | -4
O=C(NNC(=O)C(O)(c1ccccc1)c1ccccc1)C1CC1 | 9 | 4 | 7 | 0.0 | 21 | -1 | 0 | 0.3 | 7
CCN1CCN(C(=O)CCN2C(=O)c3ccccc3C2=O)CC1 | 18 | 1 | -5 | 1.8 | 37 | 0 | 2 | 0.5 | 10
Cc1ccc(C(=O)O)cc1S(=O)(=O)N1CCC(C(=O)O)CC1 | 6 | -13 | -22 | 1.1 | 0 | 23[fluorescence artefact?] | 2 | 0.2 | 2
COC(=O)c1ccccc1NC(=O)C1CC(=O)N(c2ccc(F)cc2)C1 (configuration not stated) | 10 | 11 | -2 | 0.9 | -4 | -10 | 9 | 0.0 | 7
O=C(NCC12CC3CC(C1)CC(CNC(=O)N1CCCC1)(C3)C2)N1CCCC1 | 6 | -2 | -9 | -1.4 | 6[5 µM] | 10 | -4 | 0.6 | -1
CC(=O)NCCc1ccc(S(=O)(=O)NC2OC(=O)c3ccccc32)cc1 (configuration not stated) | 6 | -19 | 1 | 0.0 | 5 | -8 | 2 | 0.6 | -8
O=C(COC(=O)COc1ccc2ccccc2c1)NCC(F)(F)F | 5 | 12 | -50 | 0.8 | 19 | 1 | 29* | 1.3 | -25
C/C(=N\NC(N)=O)C1(C)CCCCC1 | 6 | 24 | -8 | 1.2 | 6 | 1 | -2 | 0.6 | 7
COc1cnc(N(C)C)nc1Sc1ccc(Cl)cc1 | 20 | 33 | -5 | -1.1 | -9 | 6 | 4 | 0.2 | 45
COc1ccc(NC(NC(=O)c2cccnc2)C(Cl)(Cl)Cl)cc1 (configuration not stated) | 3 | 13 | -1 | -1.7 | 10 | -3 | 0 | -1.4 | -45
Cc1c(C#N)c2ccccc2n1CC(=O)NCC1CCCO1 (configuration not stated) | 6 | -9 | -13 | 0.3 | -11 | -1 | 6 | 0.2 | -1
Cc1ccc2c(c1)N(C(=O)CSc1nncn1C)C(C)(C)c1ssc(=S)c1-2 | 13 | -4 | 13 | -3.5 | -16 | -8 | -7 | -1.9 | -47

By substructure: those above with a COOH group.
SMILES | EP2 antag | CHOP inhibitor | NPY-Y1 PAM-ag | zfTRPN1 agonist | PPC-1+TRAIL kill | 14-3-3 Bad PPI | NPY-Y1 antag | TRPML3 agonist | EP2 mod
CCc1cc2c(SCC(=O)O)ncnc2s1 | 4 | -27 | -20 | 4.7 | 3 | 6 | 7 | 0.1 | 21
Cc1ccc(C(=O)O)cc1S(=O)(=O)N1CCC(C(=O)O)CC1 | 6 | -13 | -22 | 1.1 | 0 | 23[fluorescence artefact?] | 2 | 0.2 | 2

An excerpt; the hit share may differ from the screen's.
